# DNA FID counter: compounds displacing fluorescent DNA intercalator, primary screen, artefact control for HCV NS3 helicase inhibitor project, biochemical, FID fluorescence; DNA fluorescent intercalator displacement; inhibition, % at 7.9 µM; actives 0.17% (n = 290,000); AID 1845, 2009; in the data active = inhibition above about 37%;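 also: 0% = vehicle and 100% = reference compound; higher means more ethidium bromide displaced from hairpin DNA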
# GalR3 antagonist: GalR3 antagonists in HEK293 cells, primary screen, cell-based, fluorescence readout. Galanin receptor type 3 (Homo sapiens), O60755. HEK293 GalR3-CNG cAMP membrane potential fluorescence; galR3 body fused to GalR1 C-terminus. inhibition, % at 3 µM. actives 0.44% (n = 360,000). AID 651719, 2012;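 active = inhibition above the screen-wide average plus 3 SD, cut at about 13% in these data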;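 also: forskolin and galanin both at EC90 stimulate the cells; cAMP rise reported by CNG channel membrane potential dye signal; 0% = forskolin plus galanin with DMSO and 100% = forskolin alone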
# GPR7 antagonist: GPR7 receptor antagonists, primary screen, cell-based, fluorescence, single concentration. Neuropeptides B/W receptor type 1 (Homo sapiens), P48145. GPR7-expressing cells, fluorescence antagonist assay. inhibition, % at 4.4 µM. actives 1.1% (n = 290,000); in the data active = inhibition above about 16%, passing the limit was not always enough;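 also: cells stimulated with the agonist NPW; 0% = agonist with vehicle and 100% = vehicle without agonist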
# Target sequence (P48145 whole entry, looked up): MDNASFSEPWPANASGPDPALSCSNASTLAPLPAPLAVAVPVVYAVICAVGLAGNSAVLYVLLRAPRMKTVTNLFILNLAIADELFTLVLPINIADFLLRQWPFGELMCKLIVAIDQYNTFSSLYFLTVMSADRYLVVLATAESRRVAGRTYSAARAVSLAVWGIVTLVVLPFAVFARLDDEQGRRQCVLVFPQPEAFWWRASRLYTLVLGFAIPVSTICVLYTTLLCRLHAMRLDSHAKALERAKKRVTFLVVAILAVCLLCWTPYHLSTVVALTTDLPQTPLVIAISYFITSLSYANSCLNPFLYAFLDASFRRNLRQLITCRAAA
# VIM-2 inhibitor: VIM-2 metallo-beta-lactamase inhibitors, primary screen, biochemical, epi-absorbance readout, Pseudomonas aeruginosa enzyme | purified VIM-2, nitrocefin hydrolysis, epi-absorbance fluorescence | inhibition, % at 5.6 µM | actives 0.89% (n = 290,000) | AID 1527, 2009;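 active = inhibition above the mean of all tested compounds plus 3 SD, cutoff set per screening run, cut at about 7.5% in these data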;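 also: red hydrolysis product quenches plate fluorescence so inhibitors raise well fluorescence; 0% = enzyme with DMSO and 100% = DMSO without enzyme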
# NS3 helicase inh: inhibitors of HCV NS3 helicase, primary screen, biochemical, Cy5 molecular beacon fluorescence; inhibition, % at 10.9 µM; actives 0.56% (n = 290,000); NS3 helicase DNA unwinding; Hepatitis C virus NS3 helicase; AID 1800, 2009;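 active = inhibition above the mean of all tested compounds plus 3 SD, set per campaign, cut at about 35% in these data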;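 also: 0% = DMSO wells and 100% = thioflavine S control wells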
#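 Material: hepatitis C virus NS3 helicase domain fragment enzyme; measured by: Cy5 fluorescence, 0 and 60 min reads; control set: DMSO and thioflavine S; incubation: 60 min unwinding reaction at 25 °C after ATP addition; read-out basis: % inhibition from 60/0 min fluorescence ratio, DMSO 0%, thioflavine S 100%; repeats: singlicate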
# IMP-1 inhibitor: IMP-1 metallo-beta-lactamase inhibitors, primary screen, biochemical, epi-absorbance readout, Pseudomonas aeruginosa enzyme | actives 0.45% (n = 290,000) | AID 1556, 2009 | purified IMP-1, nitrocefin hydrolysis, epi-absorbance fluorescence | metallo-beta-lactamase IMP-1 (Pseudomonas aeruginosa) | inhibition, % at 5.6 µM;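 active = inhibition above the mean plus 3 SD of all compounds in the same screening run, cut at about 4.5% in these data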;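 also: 0% = IMP-1 with DMSO and 100% = DMSO wells lacking enzyme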
#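 system = purified recombinant IMP-1 beta-lactamase | amount = 0.2 nM IMP-1, as dispensed | medium = HEPES buffer pH 7.1 with ZnSO4 and Brij 35 | times = 25 °C, 15 min preincubation, 25 min reaction | detection = plate fluorescence quenching by hydrolysis product, ex 480/em 530 nm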
# V1aR counter: agonists of human V1a receptor, primary screen, counter-screen for OXTR agonist project, fluorescence, CHO-V1R cells; Fluo-8 calcium fluorescence, agonist mode; 0% DMSO, 100% 3 nM vasopressin; activation, % at 3 µM; actives 0.25% (n = 320,000);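 active = activation above the mean activation of all tested compounds plus 3 SD, per screening run, cut at about 20% in these data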;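 also: signal is peak over basal fluorescence ratio across a 100 second FLIPR read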
# PHOSPHO1 inh: PubChem AID 1565. Phosphoethanolamine/phosphocholine phosphatase (Homo sapiens), Q8TCT1. recombinant PHOSPHO1, absorbance phosphatase assay. inhibition, % at 13.3 µM. actives 1.1% (n = 290,000); in the data active = inhibition above about 60%
# Target sequence (Q8TCT1 whole entry, looked up): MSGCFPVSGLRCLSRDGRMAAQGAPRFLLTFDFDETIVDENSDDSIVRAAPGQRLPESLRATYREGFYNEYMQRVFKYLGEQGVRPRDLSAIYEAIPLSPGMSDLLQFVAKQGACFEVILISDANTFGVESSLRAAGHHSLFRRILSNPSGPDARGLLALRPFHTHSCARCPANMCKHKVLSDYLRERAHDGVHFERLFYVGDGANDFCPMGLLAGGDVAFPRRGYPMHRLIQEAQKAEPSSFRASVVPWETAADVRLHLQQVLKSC
# OXTR ag: human OXTR agonists, primary screen, fluorescence, CHO-OTR cells, Fluo-8 calcium; Oxytocin receptor (Homo sapiens), P30559; Fluo-8 calcium fluorescence; normalized: DMSO 0%, oxytocin 100%; activation, % at 3 µM; actives 0.32% (n = 320,000); AID 2435, 2010;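 active = activation above the mean of all tested compounds plus 3 SD, cutoff set per screening run, cut at about 20% in these data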;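 also: peak over basal fluorescence ratio from a 100 s FLIPR kinetic read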
# Target sequence (P30559 whole entry, looked up): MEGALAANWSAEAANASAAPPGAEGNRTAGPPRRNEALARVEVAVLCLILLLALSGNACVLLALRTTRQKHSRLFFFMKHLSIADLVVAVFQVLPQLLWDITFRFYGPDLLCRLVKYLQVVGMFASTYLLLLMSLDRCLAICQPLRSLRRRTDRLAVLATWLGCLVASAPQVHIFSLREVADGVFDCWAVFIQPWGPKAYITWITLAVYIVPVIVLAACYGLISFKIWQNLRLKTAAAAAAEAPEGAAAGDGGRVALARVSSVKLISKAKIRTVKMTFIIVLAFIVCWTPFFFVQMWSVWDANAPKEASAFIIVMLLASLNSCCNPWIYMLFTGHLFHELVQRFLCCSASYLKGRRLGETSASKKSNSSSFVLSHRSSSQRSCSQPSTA
# Active calls of the source: *; nt = not tested or not shown.
SMILES,DNA FID counter,GalR3 antagonist,GPR7 antagonist,VIM-2 inhibitor,NS3 helicase inh,IMP-1 inhibitor,V1aR counter,PHOSPHO1 inh,OXTR ag
CCc1c(O)nc(SCC(=O)Nc2ccc(Br)cc2)n(-c2ccc(C)cc2)c1=O,-50,-7,2,2.5,-22,1.9,1.1,-4,-1.1
O=C(CCNC(=O)c1ccc([N+](=O)[O-])cc1)Nc1ccc(N2CCOCC2)cc1N1CCOCC1,-2,-8,-13,-1.9,-1,-3.5,0.3,-13,1.3
COc1ccc(C(CCNC(C)c2ccccc2)C(C)C)cc1 (stereo unspecified),20,-7,33*,-2.5,-45,-0.6,7.5,38,12
CN(C(=O)c1cc2c(=O)n3ccccc3nc2n1C)C1CCCCC1,-48,2,-20,1.2,23,-1.6,-0.2,32,0.4
Cc1ccc(CNC(=O)c2nnn(-c3cccc(C)c3)c2N)cc1,-20,-7,-2,-3.5,-1,-0.2,1.9,24,0.9
Cn1ccnc1Sc1ccc(C=O)cc1[N+](=O)[O-],5,1,-8,-3.8,-5,-3.8,0.3,-13,0.6
COC(=O)NNC(=O)COc1ccc(Br)c(C)c1,-1,-11,-7,-6.0,2,-6.9,0.2,5,0.1
COc1ccc([N+](=O)[O-])cc1NS(=O)(=O)c1ccc(C)cc1,4,-11,-5,-0.8,-2,-3.1,4.3,34,2.6
Fc1ccc(-c2n[nH]c(=S)n2/N=C/c2c[nH]c3ccccc23)cc1,-18,-3,2,-2.1,0,-1.8,0.5,-6,1.0
COc1ccc(/C=N/Nc2cc(C)nc(-n3nc(C)cc3C)n2)c(OC)c1,-17,-3,-18,-2.1,-18,-7.8,-1.6,1,-2.5
O=C(Nc1nnc(SCc2ccccc2Cl)s1)c1cccc([N+](=O)[O-])c1,3,-2,-7,-1.1,4,-0.5,5.7,-16,13
CCOC(=O)c1c(N)nn(C(=O)C(C)(C)C)c1-c1ccccc1,-1,-2,-7,0.1,1,-1.9,-0.9,-14,-1.1
CC(C)c1ccc(NC(=O)C2CC(=O)Nc3nc4ccccc4n32)cc1 (stereo unspecified),-3,4,-18,-1.7,-17,-1.8,0.2,35,1.0
Cc1c(C(=O)N/N=C/c2ccc(O)cc2)sc(=S)n1C,2,-9,-4,-1.0,-1,-6.0,1.3,7,0.8
CCOc1ccc(NC(=O)CSc2nnc(-c3ccoc3C)n2CC2CCCO2)cc1 (stereo unspecified),-32,-3,-6,-4.5,10,-2.6,0.2,-13,-0.8
O=C(CSCc1ccccc1Cl)NN1C(=O)c2ccccc2C1=O,-1,-2,-4,-3.0,-4,-2.9,0.8,-1,0.8
COc1ccc2c(=O)c(-c3ccc(OC)c(OC)c3)coc2c1,-23,-3,18,-0.1,-5,-0.7,0.4,-8,-0.7
O=C(O)c1cccc2c1C(=O)c1ccccc1C2=O,1,-5,11,2.8,-5,-1.1,0.7,-43,0.9
O=S(=O)(NC1CCCC1)c1ccc(-n2cnnn2)cc1,-3,-6,-1,-3.0,5,-2.7,1.1,51,0.7
CC1CCCC(C)N1/N=C/c1ccc(Cl)cc1 (stereo unspecified),6,5,5,-2.4,0,-0.8,0.3,1,-0.1
Brc1ccc(Nc2ncnc3[nH]ncc23)cc1,-1,2,-5,-4.7,-2,-4.8,-0.8,42,-0.3
O=C(O)CCc1n[nH]c(=S)[nH]c1=O,-1,2,-9,-3.0,-4,-2.5,1.1,-6,-0.2
NC(=NC(=O)c1ccc(Cl)cc1)N1N=CCC1c1ccccc1 (stereo unspecified),-18,-7,-6,-2.5,-4,-3.0,1.2,-1,-0.3
CN1CC(c2ccc(Cl)c(Cl)c2)[C@@]2(COc3ccccc3C2=O)[C@@]12C(=O)Nc1ccccc12 (stereo partly specified),-1,-4,-6,-3.5,4,-2.7,0.8,25,0.6
O=C(CN1CCN(Cc2ccccc2)CC1)N/N=C/c1cccnc1,-3,-3,-12,-2.7,-3,-3.8,1.7,40,0.8
O=C(CSc1nnnn1-c1ccc(F)cc1)NNC(=O)c1ccco1,-3,-3,-13,-3.1,-3,-2.3,0.8,33,-0.3
COc1cccc(CNC(=O)CC(NC(C)=O)c2ccccc2)c1 (stereo unspecified),-6,-2,-13,-4.0,1,-2.3,-0.2,-1,1.0
Cc1ccc(C(=O)CNc2ccc(C)cc2C)cc1,-5,-9,0,0.3,1,1.8,0.2,29,0.6
S=c1[nH]nc(-c2ccc(Br)cc2)n1Cc1ccco1,-9,-2,10,1.8,1,-2.8,0.8,37,0.7
COc1ccc(CNC(=O)c2cc(=O)c3ccc(C)c(C)c3o2)cc1,-24,-1,2,1.9,-15,0.0,1.7,16,0.4
CCN(c1ccc(NS(=O)(=O)c2cc(Cl)ccc2Cl)cc1)C(C)C,-4,-4,-3,-1.0,-3,-1.4,-1.2,1,-2.8
CCOc1ccccc1Oc1ccc(C(F)(F)F)cn1,1,0,-15,1.2,0,-3.9,0.2,-14,-0.1
O=C(Nn1cnc2ccccc2c1=O)c1ccc(Br)cc1,-3,-9,5,2.1,14,-1.6,0.6,28,0.1
COc1ccc(OC)c(NC(=O)c2cc(S(=O)(=O)NCc3ccco3)ccc2F)c1,-23,-4,-7,-3.2,6,-1.8,-1.4,4,-0.8
COCCNC(=O)CN(c1ccc(OC)c(OC)c1)S(=O)(=O)c1ccc(C)cc1,-7,-2,-7,-5.5,3,-2.5,-0.4,-5,0.1
COc1ccc(C(=O)N/N=C/c2ccccc2OC(=O)c2ccccc2)cc1,-34,-10,7,-1.4,-29,-1.8,2.7,-112,2.4

# Some of the entries above, reformatted.
molecule | DNA FID counter | GalR3 antagonist | GPR7 antagonist | VIM-2 inhibitor | NS3 helicase inh | IMP-1 inhibitor | V1aR counter | PHOSPHO1 inh | OXTR ag
COc1ccc(CNC(=O)c2cc(=O)c3ccc(C)c(C)c3o2)cc1 | -24 | -1 | 2 | 1.9 | -15 | 0.0 | 1.7 | 16 | 0.4
COc1cccc(CNC(=O)CC(NC(C)=O)c2ccccc2)c1 (stereo unspecified) | -6 | -2 | -13 | -4.0 | 1 | -2.3 | -0.2 | -1 | 1.0

# (continued)
SMILES,DNA FID counter,GalR3 antagonist,GPR7 antagonist,VIM-2 inhibitor,NS3 helicase inh,IMP-1 inhibitor,V1aR counter,PHOSPHO1 inh,OXTR ag
Cn1c(=O)[nH]c(=O)c2c1nc(SCC(O)CO)n2Cc1ccccc1Cl (stereo unspecified),-6,0,3,0.4,1,-1.4,-0.2,14,5.0
O=C(Cn1cc(C(=O)C(F)(F)F)c2ccccc21)Nc1ccccc1F,0,-13,-1,-2.0,-16,-2.3,2.1,8,0.1
CCn1c(SCC(=O)Nc2ccc(C)cc2)nc2sc3c(c2c1=O)CCN(C)C3,12,5,-23,-1.2,-27,-2.4,-0.7,40,-0.8
O=C(NCCN1CCOCC1)c1ccc2c(c1)N(Cc1ccc(F)cc1)C(=O)c1ccccc1S2(=O)=O,0,-11,3,-0.6,-16,-1.1,2.1,29,2.2
CCNS(=O)(=O)c1cccc(C(=O)c2c(C)cc3ccccn23)c1,-27,-3,7,0.2,-5,-0.4,5.1,-10,7.2
Cc1ccc(Nc2nc(N)nc(CN3CCc4ccccc4C3)n2)cc1,9,-2,-1,-1.8,-18,-0.5,-1.3,32,-3.0
c1ccc(-c2nn3cnnc3c3ccccc23)cc1,-9,1,-10,11*,-2,-2.1,-1.7,36,-2.1
CC1CN(CC(=O)NCc2ccc(Cl)cc2)CC(C)O1 (stereo unspecified),-3,-7,-14,-1.5,-2,-2.2,0.2,44,-0.6
COc1cc(/C=C(\C#N)C(=O)Nc2ccc3c(c2)OCCO3)ccc1O,1,-6,4,-2.0,-8,-3.3,0.9,-6,0.5
CCn1nc(C(=O)N2CCN(Cc3ccc4c(c3)OCO4)CC2)c2ccccc2c1=O,-16,0,-10,0.3,-4,-3.6,0.2,-25,-0.2
CN(CC(=O)Nc1cccc(F)c1)C(=O)CCCc1cccs1,-3,-7,-10,-3.3,-3,-3.6,0.4,-7,-0.2
CCNC(=S)N(CCN(CC)CC)Cc1cc2cc3c(cc2[nH]c1=O)OCO3,-5,-7,-10,-0.5,3,-2.5,0.0,8,-0.7

# Individual results from the entries so far:
# In NS3 helicase inh, `O=C(Cn1cc(C(=O)C(F)(F)F)c2ccccc21)Nc1ccccc1F` has the entry -16
# In OXTR ag, `O=C(NCCN1CCOCC1)c1ccc2c(c1)N(Cc1ccc(F)cc1)C(=O)c1ccccc1S2(=O)=O` has the entry 2.2
# In GalR3 antagonist, `CCn1c(SCC(=O)Nc2ccc(C)cc2)nc2sc3c(c2c1=O)CCN(C)C3` has the entry 5

# Three neighbouring records from above, quoted:
SMILES,DNA FID counter,GalR3 antagonist,GPR7 antagonist,VIM-2 inhibitor,NS3 helicase inh,IMP-1 inhibitor,V1aR counter,PHOSPHO1 inh,OXTR ag
O=C(Cn1cc(C(=O)C(F)(F)F)c2ccccc21)Nc1ccccc1F,0,-13,-1,-2.0,-16,-2.3,2.1,8,0.1
CCn1c(SCC(=O)Nc2ccc(C)cc2)nc2sc3c(c2c1=O)CCN(C)C3,12,5,-23,-1.2,-27,-2.4,-0.7,40,-0.8
O=C(NCCN1CCOCC1)c1ccc2c(c1)N(Cc1ccc(F)cc1)C(=O)c1ccccc1S2(=O)=O,0,-11,3,-0.6,-16,-1.1,2.1,29,2.2

# Continuation.
SMILES,DNA FID counter,GalR3 antagonist,GPR7 antagonist,VIM-2 inhibitor,NS3 helicase inh,IMP-1 inhibitor,V1aR counter,PHOSPHO1 inh,OXTR ag
CCc1ccc(NC(=S)Nc2cc(C(=O)O)ccc2N2CC3CC(C2)c2cccc(=O)n2C3)cc1 (stereo unspecified),-16,-10,-4,-1.2,1,-3.1,-0.7,45,-0.1
CCCNC(=S)Nc1ccc(Nc2ccccc2)cc1,-6,-5,-9,-3.7,4,-4.0,3.3,22,2.7
COc1ccc(OC)c(NC(=O)C(CCS(C)(=O)=O)NC(C)=O)c1 (stereo unspecified),nt,-3,nt,nt,nt,nt,0.5,20,0.4
O=C(CSc1nnc(-c2ccccc2)o1)N1CCOCC1,3,-2,-14,-2.8,1,-3.8,-0.7,-11,0.7
O=C(CSc1nc(O)cc(=O)n1-c1ccccc1)Nc1nc2ccccc2s1,-18,-4,-8,-2.5,7,-1.5,0.9,8,0.6
CN(C(=O)c1cc(COc2ccc(F)c(F)c2)on1)C1CCOC1 (stereo unspecified),-12,-9,7,-2.0,5,-0.7,4.8,42,4.7
Cc1nn(C)c(C)c1/C=C(/C(=O)C(C)(C)C)n1cncn1,0,0,-9,-0.3,-3,-2.9,-0.6,46,1.0
O=C(NCCCO)c1c(O)c2cccc3c2n(c1=O)CCC3,-26,-5,-8,11*,-7,-3.0,0.4,23,-0.9
